hcDAF-12 act: H. contortus DAF-12 nuclear receptor activators, primary screen, cell-based, luminescence, HEK293, lit1-tk-luc reporter; HEK293 hcDAF-12 lit1-tk-luc reporter; 0% DMSO, 100% Δ7-dafachronic acid; activation, % at 6.8 µM; 370,000 tested, 1.4% active; AID 652067, 2013;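 active = activation above the mean of all tested compounds plus 3 SD, cut at about 5.5% in these data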;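 note: 100% = response to 3 µM Δ7-dafachronic acid high control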
DAX1 inh-1: DAX1 (NR0B1) inhibitors, primary screen, cell-based, HEK293, Gal4-DAX1, luciferase luminescence; AID 504766, 2011; Nuclear receptor subfamily 0 group B member 1 (Homo sapiens), P51843; 340,000 tested, 0.99% active; inhibition, % at 6.75 µM; HEK293 Gal4-DAX1 luciferase reporter;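 active = inhibition above the mean over all tested compounds plus 3 SD, cut at about 4.2% in these data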;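 note: 0% = DAX1-transfected cells with DMSO and 100% = empty-vector control cells with DMSO; inhibition shows as a rise in luminescence from relieved DAX1 repression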
Target sequence (P51843 207-470 limits assumed): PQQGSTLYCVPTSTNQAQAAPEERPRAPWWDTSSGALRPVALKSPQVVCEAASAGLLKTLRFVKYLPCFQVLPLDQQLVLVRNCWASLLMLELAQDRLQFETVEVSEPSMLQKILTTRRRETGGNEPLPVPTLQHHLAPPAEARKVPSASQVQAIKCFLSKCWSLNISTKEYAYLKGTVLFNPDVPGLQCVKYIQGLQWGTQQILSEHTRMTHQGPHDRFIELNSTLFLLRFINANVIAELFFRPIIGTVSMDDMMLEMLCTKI
SMARCA2 act: SMARCA2 (BRM) function activators, primary screen, cell-based, luminescence, high throughput; MG213 cells, MMTV-luciferase reporter, dexamethasone, overnight; activation, % at 9.1 µM; 370,000 tested, 1% active; in the data active = activation above about 7.8%;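 note: 0% = vehicle wells and 100% = reference activator wells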
FXN GAA850 act: FXN promoter activators, primary screen, cell-based, luciferase luminescence, HEK293 lucGAA850; HEK293 lucGAA850 FXN promoter luciferase reporter, 24 h; percent of 10 µM SAHA response; activation, % at 6 µM; 360,000 tested, 0.56% active;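 active = activation above the average of all compounds screened plus 3 SD, cutoff fixed separately per campaign, cut at about 7.5% in these data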;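 note: 0% = DMSO wells and 100% = 10 µM SAHA wells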
PG9 binder: binders of HIV-1 gp120 antibody PG9, primary screen, biochemical, TR-FRET. HIV-1 gp120 / PG9 antibody interaction. TR-FRET gp120-PG9 antibody binding. inhibition, % at 6.7 µM. 360,000 tested, 0.43% active; in the data active = inhibition above about 8.5%
PLC-beta3 inh: human PLC-beta3 inhibitors, primary screen, biochemical, fluorescence. 1-phosphatidylinositol 4,5-bisphosphate phosphodiesterase beta-3 (Homo sapiens), Q01970. Purified PLC-beta3, fluorogenic substrate. inhibition, % at 12.2 µM. 370,000 tested, 0.18% active. AID 720704, 2013; in the data active = inhibition above about 11%;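 note: 0% = median of compound wells on plate and 100% = full blocker control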
ssDAF12 agonist: S. stercoralis DAF-12 nuclear receptor activators, primary screen, cell-based, luminescence, HEK293, GRIP1 co-expression, lit1-tk-luc; Nuclear hormone receptor DAF-12 (Strongyloides stercoralis); HEK293 ssDAF-12/GRIP1 lit1-tk-luc reporter; % of 3 µM dafachronic acid response; activation, % at 6.8 µM; 370,000 tested, 1% active; AID 652126, 2013;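 active = activation above the mean over all tested compounds plus 3 SD, cut at about 0.9% in these data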;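 note: 0% = DMSO-only wells and 100% = 3 µM delta7-dafachronic acid wells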
NR1D1 modulator: modulators of Rev-erb alpha DNA binding, primary screen, biochemical, FITC-DNA, fluorescence polarization, uHTS | Nuclear receptor subfamily 1 group D member 1 (Homo sapiens), P20393 | Rev-erbα–FITC-DNA binding, 90 min | activity, % at 10 µM | 370,000 tested, 0.79% active;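 active = activity above about 14%, limit read from the data; passing the limit was not always enough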;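 note: 0% = DMSO wells with 35 nM protein and 100% = DMSO wells with 750 nM protein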
DAX1 inh-2: DAX1 (NR0B1) inhibitors on StAR promoter, primary screen, cell-based, luminescence, SF-1 (NR5A1), full-length DAX-1 | HEK293T StAR-luciferase reporter, SF-1/DAX-1 repression relief | inhibition, % at 6.8 µM | 370,000 tested, 1.1% active | AID 652010, 2013;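 active = inhibition above the mean over all tested compounds plus 3 SD, cut at about 3.6% in these data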;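 note: 0% = DAX-1 cells with DMSO and 100% = cells lacking DAX-1 with DMSO; higher inhibition means more luminescence from relief of DAX-1 repression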
hgDAF-12 ag: H. glycines DAF-12 receptor agonists, primary screen, cell-based, luminescence, HEK293, GAL4 fusion, UAS-luciferase; HEK293 GAL4-hgDAF12 UAS-luciferase reporter, agonist luminescence; normalized to butyrate control; activation, % at 6.8 µM; Nuclear hormone receptor DAF-12 (Heterodera glycines), GAL4 fusion; 370,000 tested, 1.8% active;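 active = activation above a cutoff set at the mean of all screened compounds plus 3 SD, cut at about 10% in these data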;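 note: 0% = DMSO wells and 100% = sodium butyrate wells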
sPLA2-III inh: human group III sPLA2 inhibitors, primary screen, biochemical, QFRET, BODIPY PC-A2 liposome substrate; 370,000 tested, 0.56% active; QFRET BODIPY PC-A2 liposome hydrolysis, fluorescence; inhibition, % at 12.2 µM; Group 3 secretory phospholipase A2 (Homo sapiens), Q9NZ20;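 active = inhibition above mean plus 3 SD of compounds lying within the high and low control bounds, cut at about 19% in these data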;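 note: 0% = median of test compound wells and 100% = no enzyme DMSO wells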
Target sequence (Q9NZ20 whole entry, looked up): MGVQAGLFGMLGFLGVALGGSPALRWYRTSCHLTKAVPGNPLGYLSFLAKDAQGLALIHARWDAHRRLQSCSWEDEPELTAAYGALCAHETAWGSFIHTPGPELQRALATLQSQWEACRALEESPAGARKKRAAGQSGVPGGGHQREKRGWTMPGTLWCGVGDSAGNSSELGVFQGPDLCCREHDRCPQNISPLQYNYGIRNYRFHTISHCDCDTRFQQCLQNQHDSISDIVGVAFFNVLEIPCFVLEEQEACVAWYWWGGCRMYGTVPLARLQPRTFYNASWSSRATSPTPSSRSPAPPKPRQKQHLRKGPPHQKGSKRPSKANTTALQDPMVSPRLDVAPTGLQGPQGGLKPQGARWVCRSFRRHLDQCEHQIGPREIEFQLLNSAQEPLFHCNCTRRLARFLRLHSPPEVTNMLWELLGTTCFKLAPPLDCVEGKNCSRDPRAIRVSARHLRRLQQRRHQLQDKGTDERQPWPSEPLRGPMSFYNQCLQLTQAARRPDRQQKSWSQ
The depositor's hits bear a star; / = no result given.

| SMILES | DAX1 inh-2 | hgDAF-12 ag | NR1D1 modulator | PG9 binder | sPLA2-III inh | hcDAF-12 act | SMARCA2 act | PLC-beta3 inh | ssDAF12 agonist | FXN GAA850 act | DAX1 inh-1 |
| --- | --- | --- | --- | --- | --- | --- | --- | --- | --- | --- | --- |
| CSc1cccc(NC(=O)c2ccc(Cl)nc2)c1 | -0.2 | 5.5 | 0.1 | 2.1 | -5.7 | 3.0 | 1.1 | 1.4 | -0.7 | 0.5 | -0.1 |
| COc1cc(C)c(S(=O)(=O)NC2CC(C)(C)NC(C)(C)C2)cc1C | -0.5 | -0.8 | 3.5 | -0.2 | 8.4 | -1.4 | -3.9 | 1.5 | -1.2 | -1.9 | 0.8 |
| CCCCCN(C(=O)CCC(=O)OCc1cc(C(C)=O)ccc1OC)c1c(N)n(CCCC)c(=O)[nH]c1=O | -0.3 | -0.1 | 1.7 | 1.1 | 3.4 | -1.9 | -2.2 | -2.2 | -0.6 | 1.3 | -0.5 |
| COc1ccc(C)cc1S(=O)(=O)N(C)CC(N)=O | 0.7 | 0.4 | -3.2 | -2.5 | -3.9 | -0.7 | 1.0 | -2.1 | -1.2 | 0.7 | 1.3 |
| CCOc1ccc(N2CC(C(=O)Nc3cccc(S(=O)(=O)N4CCCC4)c3)CC2=O)cc1 (stereo unspecified) | -1.0 | -2.7 | -2.2 | 0.7 | -17.4 | -0.7 | -3.8 | 0.3 | -1.5 | -1.7 | -1.4 |
| COc1cc(NC(=O)CCN2CCN(CCO)CC2)cc(OC)c1 | 0.3 | 2.3 | 1.6 | -0.5 | 1.3 | -0.8 | -3.5 | -6.7 | -1.1 | 0.6 | 2.1 |
| O=C(NN=C1CCCCCCC1)C(=O)NC1CCCCC1 | -0.2 | -1.4 | 10.2 | -1.3 | 2.3 | -1.1 | 2.3 | -7.2 | -1.0 | 0.2 | -0.8 |
| Cc1nc2ccccn2c1C(=O)N/N=C/c1cc(C)n(-c2ccc(Cl)cc2)c1C | -0.4 | 0.0 | -1.6 | -1.5 | 4.1 | -0.3 | 0.5 | -22.3 | -1.2 | 5.2 | -0.3 |
| O=C1CCCN1CCC1CCN(C(=S)Nc2ccc(F)cc2)CC1 | -0.9 | -1.6 | 2.6 | -0.9 | -2.6 | -0.1 | -3.2 | 0.8 | -1.1 | 0.9 | 1.3 |
| CCn1c(SCC(=O)c2ccccc2)nc2c(c1=O)SC(C)C2 (stereo unspecified) | -1.4 | 3.7 | -3.9 | -0.5 | -29.2 | -0.9 | -1.8 | 1.9 | -1.6 | -1.1 | 0.9 |
| COCCN1C(=O)c2ccccc2C(C(=O)N2CCN(c3ccccn3)CC2)C1c1ccc(F)cc1 (stereo unspecified) | -0.6 | -2.4 | 2.4 | -0.7 | 0.4 | 0.5 | -2.1 | 0.9 | -1.5 | -2.9 | 0.1 |
| Cc1ccc(NC(=O)CSCC(=O)O)c(C)c1 | -0.6 | 0.8 | 4.9 | 1.6 | 2.1 | -1.6 | -3.3 | -2.7 | -0.2 | 0.2 | 1.3 |
| CN(Cc1ccccc1)C(=O)CCn1c(=O)c2cccn2c2cccnc21 | 0.1 | -0.3 | -0.5 | -1.1 | 6.6 | -1.1 | -0.7 | -3.1 | -1.1 | 2.0 | 0.8 |
| CC1CCN(c2ccccc2NC(=O)c2ccc(C#N)cc2F)CC1 | -0.1 | -0.6 | -2.6 | 0.6 | 17.1 | -1.8 | -3.7 | 3.9 | -0.7 | 1.1 | / |
| CC1(C(=O)NS(=O)(=O)Cc2cccc(Cl)c2)CCN1C(=O)CC1CCCC1 (stereo unspecified) | 0.1 | -0.1 | -4.8 | -0.9 | -4.4 | -1.1 | -1.4 | -2.3 | -0.9 | 0.2 | / |
| Cc1cc(Cl)ccc1OC(C)C(=O)NN=C1CCCCCC1 (stereo unspecified) | -0.4 | -1.9 | 2.4 | -2.0 | -2.9 | -0.3 | -1.3 | -8.7 | -1.5 | 0.0 | -0.9 |
| COCCCNc1nc(SCc2ccccc2)nc2sc3c(c12)CCC3 | -0.6 | 3.5 | 2.1 | -0.4 | -8.1 | 2.3 | 0.0 | -5.2 | -0.2 | 14.3* | 1.4 |
| COc1ccccc1NC(=O)C(C)Sc1nc2ccccc2c(=O)n1CC1CCCO1 (stereo unspecified) | -1.3 | -0.9 | -4.1 | 0.6 | 1.3 | -1.4 | -1.9 | 1.7 | -1.5 | 0.9 | -0.5 |
| Fc1ccc(N2CCN(Cc3cnc(N4CCOCC4)s3)CC2)cc1 | -0.6 | -1.5 | -0.1 | -1.9 | -4.6 | 0.6 | 0.3 | -2.3 | -1.6 | 0.3 | -0.9 |
| CCOC(=O)c1cn(-c2nc(-c3ccc(Cl)c(Cl)c3)cs2)c2c(F)c(N3CCOCC3)c(F)cc2c1=O | -0.7 | 1.8 | -6.4 | -1.2 | -3.9 | 0.5 | -0.8 | 2.4 | -0.9 | -0.1 | -0.6 |
| O=C(Nc1ccc(S(=O)(=O)Nc2ncccn2)cc1)c1ccccc1NS(=O)(=O)c1ccc(Cl)cc1 | 0.0 | 0.0 | -2.9 | -0.5 | -4.3 | 0.4 | -2.3 | -16.1 | -1.1 | 1.9 | -0.5 |
| CCOC(=O)C1(Cc2cccc(F)c2)CCN(C(=O)Cn2cnnn2)CC1 | 0.2 | -1.5 | -1.9 | 0.5 | 1.8 | 0.1 | 0.4 | -1.4 | -1.0 | 2.1 | -0.6 |
| Cc1nn(C)cc1/C=N\NC(=O)c1ccc2c(c1)c(C)c(C)n2Cc1ccccc1 | 0.2 | -2.8 | 9.6 | -0.4 | -5.9 | -1.7 | 0.8 | -9.5 | -1.4 | 0.2 | -2.2 |
| O=C(NCC(c1ccco1)N1CCCC1)c1ccc(S(=O)(=O)Nc2ccccc2F)cc1 (stereo unspecified) | -2.3 | -1.4 | -3.4 | -0.4 | -15.9 | -1.4 | -2.0 | -5.1 | -1.0 | -1.9 | -1.7 |
| CC(C)(C)C(=O)C(C(c1ccccc1)N1CCOCC1)N1CCOCC1 (stereo unspecified) | 0.0 | 2.3 | 2.1 | 0.5 | 2.6 | -1.3 | 5.1 | 5.4 | -1.2 | -0.5 | -0.5 |
| CCOC(=O)c1c(NC(=S)NC(=O)/C=C/c2cccs2)sc(C)c1C | 0.2 | 0.3 | 6.7 | -1.9 | -3.8 | 0.1 | -2.6 | -0.4 | -1.0 | 1.9 | 0.8 |
| O=C(NCCc1cnc[nH]1)Nc1cccc(C(F)(F)F)c1 | 0.4 | -2.0 | 1.4 | -1.2 | -7.7 | 1.1 | 0.5 | -3.1 | -0.4 | 0.0 | 3.7 |
| O=[n+]1cc(-c2ccc(Cl)cc2)n([O-])c2c1CCCCC2 | 0.0 | 1.9 | 0.4 | -0.8 | 0.1 | -0.5 | 1.8 | -0.6 | -0.3 | 3.4 | 1.1 |
| CC1(C(=O)NS(=O)(=O)c2ccccc2)CCN1C(=O)C1(c2ccc(Cl)cc2)CC1 (stereo unspecified) | 1.9 | -0.9 | 1.1 | -0.9 | 3.7 | -2.6 | -2.4 | -0.7 | -1.2 | -1.0 | / |
| Cc1c(C#N)c(NC(=O)c2ccccc2)n(Cc2ccccc2)c1C | -0.3 | 0.3 | 3.3 | 0.6 | -4.7 | -0.9 | -1.1 | -0.5 | -1.6 | -0.3 | -0.2 |
| CCOc1ccccc1N1CCN(C/C=C/c2ccc(N(C)C)cc2)CC1 | 0.3 | 0.0 | 3.2 | -2.8 | 9.3 | -1.1 | -2.7 | 2.5 | -1.4 | 0.2 | -0.9 |
| Cc1ccccc1NC(=O)Nc1nnc([C@@H]2C[C@H](O)[C@@H](CO)O2)s1 | 1.2 | 3.2 | -7.6 | 1.0 | 1.3 | -0.5 | 4.5 | 2.9 | -1.1 | -0.2 | / |
| c1ccc(-c2cc3nccc(-c4ccccn4)n3n2)cc1 | 1.3 | 22.8* | 0.1 | -0.5 | 5.2 | 4.1 | 3.8 | -145.7 | 0.2 | 8.0* | 3.9 |
| CCc1nnc(NC(=O)CSc2nnc3nc(C)cc(C)n23)s1 | -0.2 | -1.5 | 1.1 | -0.7 | -2.8 | -1.7 | 1.7 | -76.3 | -0.7 | -1.6 | -0.7 |
| C/C(=N\NC(=O)CSc1nc2ccccc2o1)c1ccc(O)cc1 | 1.2 | 8.2 | -4.2 | -0.8 | 6.8 | 4.2 | 2.2 | -7.1 | 0.1 | 2.6 | 2.8 |
| Cc1ccc(C)c(C(=O)CN2C(=O)c3ccccc3C2=O)c1 | 0.7 | -0.9 | 3.5 | -0.4 | 19.0 | -0.6 | -2.7 | -51.2 | -0.6 | 1.5 | -0.1 |
| O=C(CCC1CCCN(C(=O)c2cccnc2)C1)NCc1ccccc1F (stereo unspecified) | 0.0 | 0.9 | -0.2 | 0.7 | 5.0 | 2.9 | -1.6 | -5.1 | -0.6 | -0.3 | 0.0 |
| CCCC1(c2ccccc2)NC(=O)N(CC(=O)NCc2ccc(OC)cc2)C1=O (stereo unspecified) | 0.7 | -1.2 | -2.0 | -0.3 | 3.0 | -1.7 | -1.3 | -3.1 | -1.4 | -1.2 | 0.6 |
| CC(=O)NCC1(O)CCCC(C)C1 (stereo unspecified) | 1.2 | -3.1 | -4.2 | 0.2 | 9.1 | -1.6 | -5.8 | -10.7 | -1.5 | -0.7 | 3.5 |
| CC1CCCC(C)N1CCCNC(=O)c1cc2c(=O)n(C)c3ccccc3c2n1C (stereo unspecified) | 0.7 | 4.4 | -25.7 | -2.1 | 3.6 | 3.9 | 0.6 | -11.8 | -0.9 | 2.8 | 1.5 |
| CS(=O)(=O)c1ccc(Nc2nc(C(N)Cc3ccc(C(F)(F)F)cc3)cs2)cc1 (stereo unspecified) | -1.6 | -0.5 | -2.1 | 1.8 | -4.5 | -1.5 | -2.7 | -10.7 | -1.7 | -1.9 | / |
| O=C(Cn1cnc2c(NCc3ccccc3)ncnc21)NCCCc1ccccc1 | -1.0 | -2.2 | -5.3 | 1.3 | -1.5 | -2.3 | -1.7 | -1.1 | -1.1 | 0.3 | -0.1 |
| CCC(C)[C@H](NC(=O)OC(C)(C)C)C(=O)N/N=C/c1ccc2cc(OC)ccc2n1 (stereo partly specified) | -0.3 | -2.8 | -7.5 | 1.8 | 3.7 | -0.5 | -0.3 | -145.7 | -1.2 | 0.7 | -0.5 |
